From PubChem
Jurkat viability: cytotoxic compounds reducing Jurkat cell viability. Jurkat E6.1 viability, ATP luminescence, 48 h. AID 463. inhibition, % at 4 µM. hit rate 1.2% among 56,000;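 active means inhibition above the mean inhibition of all tested compounds plus 3 SD, cut at about 28% in these data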
HEK293 NFkB inh: lowers PMA/ionomycin-induced NF-kB signal in HEK293 cells; inhibition, % at 3 µM; AID 465; hit rate 0.21% among 62,000; HEK-293 NF-kB luciferase reporter, luminescence;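 active means inhibition above the mean of all tested compounds plus 3 SD, cut at about 40% in these data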;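 further: 0% = stimulated DMSO wells and 100% = 10 µM reference inhibitor 5653914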
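Signal: luciferase luminescence; Material: HEK-293 cells with stable firefly luciferase reporter driven by four HIV NF-kB elements; Probe or stimulus: PMA with ionomycin; Replication: tested once; Times: 1 h compound pretreatment, then 16 h stimulation at 37 °C, 5% CO2; Benchmarks: DMSO and 10 µM reference inhibitor; Evaluation: per-plate % inhibition versus controls.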
NADH coupling: blocks coupling enzymes of NAD/NADH assays. coupled PK/LDH NADH assays, four targets. IC50, µM (series often up to 10 µM), for inactives: at the top dose inhibition. hit rate 0.02% among 65,000. AID 774;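 active means single-dose screening hits from any of four coupled enzyme assays that gave an IC50 when retested across doses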;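 further: the DPM-DC format reads NADH fluorescence rather than 340 nm absorbance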
D1 mod: D1 dopamine receptor (human) allosteric modulation | HEK293 D1, CRE-luciferase, dopamine EC30 potentiation; actives deviate in either direction | P21728 | AID 641 | B-score at 10 µM | hit rate 5.9% among 58,000;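 active means luminescence count or its row- and column-corrected plate score outside the 99.7% band of the plate's sample wells, on either side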
M1 agonist: agonists of M1 muscarinic receptor; B-score at 10 µM; CHO-M1 cells, Fluo-4 calcium fluorescence, agonist mode; stronger effect = higher value; hit rate 3% among 64,000;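 active means fluorescence rise, raw or as B-score row- and column-corrected plate score, outside the 99.7% band of its plate's samples, either direction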
TNAP act DEA: activates human TNAP at intermediate phosphate acceptor concentration | P05186 | purified TNAP, CDP-star luminescence, 100 mM DEA, 30 min; stronger effect = higher value; scale: 0 levamisole-inhibited, 1 vehicle-only enzyme | activation factor at 20 µM | 64,000 tested, under 10 active | AID 813;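 active means activation factor of at least 2 at 20 µM, relative to controls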
Ecoli tolC: E. coli tolC mutant growth inhibition. AID 573. E. coli BW25113 tolC mutant growth, OD615. growth inhibition, % at 10 µM (by protocol). hit rate 2.2% among 65,000;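 active means growth inhibition at or above a cutoff equal to the mean over every tested compound plus 3 SD, cut at about 60% in these data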;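 further: growth measured after 20 h incubation at 37 °C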
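Test system: tolC-deleted E. coli BW25113 | Medium: LB with kanamycin 50 µg/mL | Compound dosing: Single concentration, 10 µM final per compound | Schedule: 37 °C, 20 h exposure | Measured by: OD at 615 nm | Evaluation: Percent growth inhibition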
M1 antagonist: antagonists of rat M1 muscarinic receptor; hit rate 3.4% among 64,000; CHO-M1 cells, Fluo-4 calcium, ACh EC80 antagonist mode; stronger effect = lower value; B-score at 10 µM; P08482;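 active means calcium fluorescence response, raw or row-and-column corrected B-score, differing from the plate sample mean either way at a set confidence level, mostly lower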
Target sequence (P08482 whole entry, looked up): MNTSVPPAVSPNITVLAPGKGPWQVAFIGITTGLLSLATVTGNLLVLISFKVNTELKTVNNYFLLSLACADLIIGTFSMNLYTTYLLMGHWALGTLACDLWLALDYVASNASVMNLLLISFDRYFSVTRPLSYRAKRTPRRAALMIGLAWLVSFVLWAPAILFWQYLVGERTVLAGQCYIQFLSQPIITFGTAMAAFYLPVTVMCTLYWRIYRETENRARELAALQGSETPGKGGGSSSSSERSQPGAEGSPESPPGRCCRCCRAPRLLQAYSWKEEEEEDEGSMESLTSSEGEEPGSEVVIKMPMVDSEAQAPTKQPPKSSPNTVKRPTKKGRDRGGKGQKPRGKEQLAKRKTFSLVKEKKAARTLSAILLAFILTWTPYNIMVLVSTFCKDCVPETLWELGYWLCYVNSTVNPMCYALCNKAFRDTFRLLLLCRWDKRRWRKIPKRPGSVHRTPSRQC
SF-1 act: SF-1 (human) activation; CHO-K1 Gal4-SF-1 LBD luciferase reporter; % increase over DMSO SF-1-specific signal; AID 522; Q13285; activation, % at 10 µM; hit rate 1.9% among 65,000;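 active means activation above the mean activation of all tested compounds plus 3 SD, cut at about 50% in these data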
Target sequence (Q13285 whole entry, looked up, the tested form may be a part): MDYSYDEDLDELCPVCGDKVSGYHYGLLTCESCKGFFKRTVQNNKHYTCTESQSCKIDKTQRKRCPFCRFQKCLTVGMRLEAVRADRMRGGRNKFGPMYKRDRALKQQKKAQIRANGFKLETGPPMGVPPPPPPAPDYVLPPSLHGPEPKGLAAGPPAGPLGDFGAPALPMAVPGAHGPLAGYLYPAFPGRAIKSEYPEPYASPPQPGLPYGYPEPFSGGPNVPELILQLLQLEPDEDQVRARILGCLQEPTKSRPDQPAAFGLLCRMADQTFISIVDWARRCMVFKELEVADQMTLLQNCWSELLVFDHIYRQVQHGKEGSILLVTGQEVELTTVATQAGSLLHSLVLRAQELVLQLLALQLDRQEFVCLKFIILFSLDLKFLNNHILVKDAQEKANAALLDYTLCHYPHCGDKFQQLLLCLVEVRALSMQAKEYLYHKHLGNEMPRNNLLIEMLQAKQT
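Assay system – CHO-K1 cells with Gal4–hSF-1 LBD chimera plus Gal4-driven luciferase · Quantity – 4,000 cells per well · Times – compound added 1 h post-seeding, 20 h exposure at 37 °C, 5% CO2 · Measured by – luciferase light emission · Benchmarks – DMSO and mock-transfected background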
An asterisk follows results filed as active; / = no result given; [ ] = another dose, or the depositor's remark.

Compound	NADH coupling	D1 mod	HEK293 NFkB inh	SF-1 act	M1 agonist	M1 antagonist	Jurkat viability	TNAP act DEA	Ecoli tolC
CC1CCc2nc(NCCO)nc(C(F)(F)F)c2C1 (configuration not stated)	3%	7.5*	9	-3	-0.39	0.2	7	0.9	7
CCOc1ccc(NS(=O)(=O)c2cc(Cl)ccc2OC)cc1	3%	-1.6	-19	-8	0.26	-0.36	0	1	8
Cc1cccc(-n2ncc3c(NCc4ccccc4)ncnc32)c1	3%	-0.79	11	82*	-0.45	-1.5	83*	0.9	2
COc1ccc(N2C(=O)CCC(C(C)=O)=C2C)cc1	0%	0.42	15	10	-0.72	-0.19	-18	0.9	4
O=C(COc1c(F)c(F)cc(F)c1F)NC(=O)NC1CCCC1	5%	0.78	16	8	0.039	-12*	-4	0.9	7
Cc1cc(NC(=O)CCC(=O)N(Cc2cccs2)C(C(=O)NC2CCCC2)c2ccncc2)no1 (configuration not stated)	6%	-0.0033	0	-4	-0.0084	0.28	-2	0.9	-15
COc1cc2nc(-c3cccs3)oc(=O)c2cc1OC	10%	5.6*	15	-10	1.5	-0.15	-2	0.9	2
O=C1c2cccnc2C(=O)N1Cc1ccc2c(c1)OCO2	6%	1.2	2	-9	0.24	0.037	0	1.2	-9
Cc1cnc(NC(=O)CSc2nnc(-c3ccc(Cl)cc3Cl)n2N)s1	9%	0.6	10	26	-0.19	0.05	1	0.9	13
Cn1c(CCN2CCN(c3ccccc3)CC2)nc2cc(NC(=O)c3ccco3)ccc21	2%	-2.5	-3	23	0.59	-5.5*	9	0.9	9
Cc1cc(NS(=O)(=O)c2ccc(NC(=O)Nc3ccc4c(c3)OCO4)cc2)no1	2%	1.5	2	14	-0.67	0.3	-2	0.8	4
CCOC(=O)c1cc(NC(=O)N2CCOCC2)c(C)nc1C	2%	0.016	11	19	1	0.35	-2	1	-21
CC1CCCCN1CCNC(=O)c1cc2c(=O)n(C)c3ccccc3c2n1C (configuration not stated)	8%	0.41	20	16	-2.7*	-4.2*	-3	1	12
COc1cc(C2CC(=O)N(CC(=O)NCc3ccco3)c3ccccc3S2)cc(OC)c1OC (configuration not stated)	3%	-0.63	-1	-4	0.84	-0.025	5	1	5
CC(C)(C)NC(=O)C(c1ccc(F)cc1)N(Cc1ccco1)C(=O)c1csnn1 (configuration not stated)	3%	0.019	10	9	0.91	0.24	-6	0.9	1
CCOc1ccccc1-n1c(SCC(=O)NC2CCCC2)nnc1-c1ccoc1C	4%	-0.73	15	1	0.29	0.48	-2	0.9	8
CCCCCC(=O)Nc1cc(N(C)C)nc2ccccc12	2%[fluoresces]	0.24	20	18	0.01	-1.2	3	0.9	13
CCOc1ccccc1NC(=O)Cn1nnc(C(=O)Nc2ccccc2Cl)c1N	4%	-0.81	26	-14	1.4	-0.69	0	0.9	-13
C=CCn1c(CSc2nc3ccccc3s2)nnc1SCC(=O)NCCN1CCOCC1	0%	-0.44	8	2	0.29	-0.51	-1	1	-3
CCc1nc2c(cnn2-c2ccc(Cl)cc2)c(=O)n1-c1ccc(OC)cc1	5%	-1.5	18	-19	0.76	-0.11	-7	0.9	6
CCCCCSc1nc2c(c(=O)[nH]c(=O)n2C)n1CC	2%	9*	3	-7	0.3	0.22	-6	1	2
O=C(NCC1CCCO1)C1c2ccccc2C(=O)N1C1CCCCCCC1 (configuration not stated)	6%	0.037	13	13	-1.1	-0.59	1	0.9	-13
COc1nc(N(c2ccccc2)c2ccccc2)nc(-n2ccnc2)n1	4%	4.3*	18	-15	3.4*	-1	2	1	94*
CCC1CCCCN1C(=O)c1cc(-c2ccc(Cl)c(Cl)c2)on1 (configuration not stated)	6%	-0.6	-4	40	-0.059	-1.2	-4	0.9	100*
CC(C)CCn1c(Br)nc2c1c(=O)n(CC(N)=O)c(=O)n2C	1%	-0.4	13	-12	0.4	0.4	-5	0.9	-26
CCOC(=O)c1cnc(SCC(=O)N2CCN(C(=O)c3ccco3)CC2)nc1N	8%	0.94	14	11	1.3	-0.075	-4	0.9	-13
O=c1cc(C(F)(F)F)c2sc(N3CCCCC3)nc2[nH]1	9%[fluoresces]	1.6	8	-11	-0.0024	-1.8	-6	1	2
CCOC(=O)N1CCN(c2c(N3CCOCC3)c(=O)c2=O)CC1	7%	0.066	8	4	0.032	0.8	-3	1	-27
CCCCN(C)C(=O)CCC(=O)Nc1ccc2nc(N3CCOCC3)cc(C)c2c1	10%[fluoresces]	0.35	-22	3	0.42	-0.036	-2	0.9	5
CC1CCN(CCC(=O)Nc2ccc(Br)cc2)CC1	4%	-0.46	-4	-8	-0.031	-0.17	6	0.9	-9
Cc1cccc(Nc2ncnc3ccccc23)c1	3%	/	/	18	1.1	0.48	/	0.8	8
COc1ccc(S(=O)(=O)NCCc2ccc(F)cc2)cc1	3%	-0.081	8	-6	-0.53	-0.69	-5	0.9	13
Cn1c(=O)[nH]c(=O)c2c1nc(N1CCCCC1)n2CC(O)CN1CCCCC1 (configuration not stated)	7%	0.021	0	2	-0.44	0.34	-4	0.8	-16
Cc1c2c(nc3nc4ccccc4n13)CC(C)(C)CC2=O	3%	-0.16	10	-5	0.088	-0.023	6	1	-4
COCCNC(=O)CN(c1ccccc1OC)S(C)(=O)=O	4%	0.65	-1	-3	-0.5	0.14	2	0.9	-11
O=C1N2CCSC2=NC1(Nc1nccs1)C(F)(F)F (configuration not stated)	2%	-0.39	11	14	-3	0.54	-1	0.9	-7
CCc1c(O)nc(SCC(=O)NCc2ccco2)[nH]c1=O	3%	0.041	3	-11	0.34	0.55	0	1	-6
Cc1cc(NC(=O)CSc2ccc3nnc(-c4ccc(F)cc4)n3n2)no1	7%	1.4	6	15	-0.23	-0.021	-5	0.9	-18
COC(=O)c1[nH]c2cccc(OC)c2c1NC(=O)CCN1CC(C)CC(C)C1 (configuration not stated)	13%	/	24	3	0.59	-3.4*	3	1	-12
COc1cc(S(=O)(=O)N2CCC(C(N)=O)CC2)c(C)cc1C	3%	-0.07	16	7	-0.18	0.2	-3	0.9	-13
CCOC(=O)C1CCN(C(=O)Nc2ccc(NC(=O)C3CCN(C(=O)OCC)CC3)cc2)CC1	6%	1.2	-5	-9	/	/	-4	0.9	-16
Cc1ccc(CNC(=O)C2CCCN(c3nc4ccccc4o3)C2)cc1 (configuration not stated)	7%	0.65	8	20	-0.72	0.32	-10	1	-18
CCCn1c(O)c(CN2CCCC(C)C2)c(C)c(C#N)c1=O (configuration not stated)	4%	-0.5	6	-5	0.3	-0.043	-5	1	-28
Cc1[nH]nc2c1C(=O)CC(C)(C)C2	2%	-0.23	9	-12	-0.25	-0.5	8	0.5	4
COc1ccc(N2CCN(C(=O)CCNS(=O)(=O)c3ccc(Br)s3)CC2)cc1	2%	-0.16	6	2	-0.95	-0.47	5	0.9	36
O=C(Nc1ccc2nc(-c3ccccc3)oc2c1)c1ccco1	9%	-0.84	-10	31	0.17	0.0098	1	1.1	-9
COc1ccc(N(CN2C(=O)c3ccccc3C2=O)C(=O)C(C)C)cc1	4%	-0.63	24	-7	0.031	1	10	0.9	-2
Cc1ccc(S(=O)(=O)NCc2ccc(C(=O)N3CCN(c4ccccn4)CC3)cc2)cc1	5%	/	6	-8	4	2.4*	-1	1.1	-1

In another format: 2 of the compounds above.
> CC1CCN(CCC(=O)Nc2ccc(Br)cc2)CC1
  NADH coupling: 4%
  D1 mod: -0.46
  HEK293 NFkB inh: -4
  SF-1 act: -8
  M1 agonist: -0.031
  M1 antagonist: -0.17
  Jurkat viability: 6
  TNAP act DEA: 0.9
  Ecoli tolC: -9

> CCOC(=O)c1cnc(SCC(=O)N2CCN(C(=O)c3ccco3)CC2)nc1N
  NADH coupling: 8%
  D1 mod: 0.94
  HEK293 NFkB inh: 14
  SF-1 act: 11
  M1 agonist: 1.3
  M1 antagonist: -0.075
  Jurkat viability: -4
  TNAP act DEA: 0.9
  Ecoli tolC: -13

(further entries)
Compound	NADH coupling	D1 mod	HEK293 NFkB inh	SF-1 act	M1 agonist	M1 antagonist	Jurkat viability	TNAP act DEA	Ecoli tolC
N#CC1(c2ccccc2)CCCN1C(=O)c1ccc(Br)o1 (configuration not stated)	5%	0.068	14	9	0.2	0.74	3	1.1	-2
Cc1nc2nc(C)c(CCC(=O)NC(C)c3ccc4c(c3)OCCO4)c(C)n2n1 (configuration not stated)	7%	0.16	8	2	-0.16	0.88	0	1	-15
CCC(c1nnnn1CCOC)N(Cc1ccc(C)cc1)Cc1cc2cc(OC)ccc2[nH]c1=O (configuration not stated)	3%	5.8*	19	8	-1.2	0.35	-7	0.8	10
Cc1ccccc1NC(=O)Cn1c(C)nc2ccc(NC(=O)C3CC3)cc2c1=O	6%	-0.36	16	-10	-0.041	0.99	-4	0.9	-5
O=C(COc1cccc2cccnc12)Nc1nccs1	14%	-0.9	-15	48	-0.29	0.26	-3	0.9	17
Cc1ccc(C2/C(=C(/O)c3ccccc3)C(=O)C(=O)N2CCN2CCOCC2)o1 (configuration not stated)	5%	-1.2	-5	8	0.15	1.2	-5	1	3
COc1ccc2nc(NC(=O)CSc3nc4ccccc4o3)sc2c1	5%	-0.36	5	18	-0.72	0.016	6	0.9	23
Cn1nnnc1SCc1ccccc1F	7%	1.5	16	0	1.9	0.84	-2	0.9	-14
COc1cc(-c2nc3n(n2)C(c2ccncc2)C(C(N)=O)=C(C)N3)cc(OC)c1OC (configuration not stated)	2%	/	13	5	1.6	-0.52	-7	0.9	-6
Cc1cc(C(=O)CCC(=O)N2CCN(S(=O)(=O)c3cccs3)CC2)c(C)s1	0%	1.6	19	15	-0.26	0.045	-1	0.9	7
Cc1cc(C(=O)N(C2CCCCC2)C2CCCCC2)no1	5%	-0.67	13	6	0.6	-0.41	-5	1	14
COCCn1c(N)c(C(=O)NCC2CCCO2)c2nc3ccccc3nc21 (configuration not stated)	7%[fluoresces]	0.75	/	-2	7.8*	-0.55	/	1	6

The closing two records of the section before open the next one.
Compound	NADH coupling	D1 mod	HEK293 NFkB inh	SF-1 act	M1 agonist	M1 antagonist	Jurkat viability	TNAP act DEA	Ecoli tolC
Cc1cc(C(=O)N(C2CCCCC2)C2CCCCC2)no1	5%	-0.67	13	6	0.6	-0.41	-5	1	14
COCCn1c(N)c(C(=O)NCC2CCCO2)c2nc3ccccc3nc21 (configuration not stated)	7%[fluoresces]	0.75	/	-2	7.8*	-0.55	/	1	6
Clc1ccc(-c2nnc(SCc3cn4ccsc4n3)n2CC2CCCO2)cc1 (configuration not stated)	7%	-0.21	18	4	-0.044	0.27	1	0.9	2
CCOc1ccc(N(CCC#N)S(=O)(=O)c2ccc(OC)cc2)cc1	3%	/	8	8	-1.4	0.55	8	1	12
Cc1nc2cc(F)ccc2n1C1CCN(S(=O)(=O)c2ccccc2)CC1	6%	-0.83	10	-8	-0.021	-0.0079	4	0.9	29
COc1cc2c(cc1OC)-c1cc(N3CCCc4ccccc43)nc(=O)n1CC2	6%	/	24	37	0.69	-0.089	-3	0.9	35
COc1ccc(Cl)cc1NC(=O)C1CCCN(S(=O)(=O)c2cccc3nonc23)C1 (configuration not stated)	24%	0.64	10	-6	1.2	-0.021	/	1	-20
Cc1cc(OCC(=O)NCCN2CCOCC2)cc(C)c1Br	4%	0.029	8	3	0.23	0.48	0	0.9	-10
